High-throughput results: PubChem BioAssay, Broad Institute
SR-BI HDL uptake – blocks mouse SR-BI lipid uptake from DiI-HDL | Q61009 | ldlA[mSR-BI] CHO cells, DiI-HDL uptake fluorescence, 3 h | inhibition, % at 12.5 µM | 0.96% of 320,000 active | AID 488896;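 active = mean replicate inhibition of at least 70% and a set share of replicates each scoring 70 or more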;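 also: 0% = median of neutral control wells and 100% = median of positive control wells; values of inactives mirror those of a sister screen read the other way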
Target sequence (Q61009 whole entry, looked up): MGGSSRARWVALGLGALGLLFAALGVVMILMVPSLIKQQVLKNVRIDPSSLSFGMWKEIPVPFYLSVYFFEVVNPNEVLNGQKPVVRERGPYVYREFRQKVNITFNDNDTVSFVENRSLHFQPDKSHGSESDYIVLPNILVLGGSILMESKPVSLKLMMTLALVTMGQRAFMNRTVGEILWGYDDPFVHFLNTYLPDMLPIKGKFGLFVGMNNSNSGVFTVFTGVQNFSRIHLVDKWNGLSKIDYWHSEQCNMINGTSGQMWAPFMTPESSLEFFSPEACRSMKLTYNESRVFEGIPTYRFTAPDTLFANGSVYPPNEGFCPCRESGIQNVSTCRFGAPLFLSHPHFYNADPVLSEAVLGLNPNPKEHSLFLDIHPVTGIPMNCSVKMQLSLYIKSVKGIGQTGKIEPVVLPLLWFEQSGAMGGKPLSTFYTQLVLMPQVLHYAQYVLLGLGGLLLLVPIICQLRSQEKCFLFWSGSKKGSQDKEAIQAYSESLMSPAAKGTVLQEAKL
PfHsp90 set2 – growth inhibition of yeast expressing Plasmodium Hsp90 | S. cerevisiae expressing PfHsp90, BacTiter-Glo ATP, 48 h; yeast lacking PDR1 and PDR3 efflux regulators | inhibition, % at 9.4 µM | 0.32% of 310,000 active | AID 504621;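 active = every replicate shows inhibition above about 80%, whatever the replicate mean, limit read from the data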;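 also: 0% = DMSO neutral controls and 100% = 20 µM radicicol positive controls; yeast relying on Plasmodium falciparum Hsp90 in place of its own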
PvdQ acylase – blocks Pseudomonas aeruginosa PvdQ acylase activity; purified PvdQ acylase, fluorescence plate reader; inhibition, % at 10 µM; 0.063% of 340,000 active; in the data active = inhibition above about 30%, passing the limit was not always enough;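 also: 0% = vehicle neutral wells and 100% = reference inhibitor wells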
CAL PDZ FP-1 – human CAL PDZ-peptide interaction inhibition; inhibition, % at 20 µM; Q9HD26; 0.02% of 330,000 active; AID 504414; purified CAL PDZ, TMR-peptide fluorescence polarization, 1 h;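 active = highest replicate inhibition of at least 40%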;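 also: plate controls were DMSO neutral control wells for no effect and unlabeled competitor peptide control wells for full effect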
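Test system: purified CerCALP PDZ construct; Compound dosing: one concentration, 20 µM compound; Also added: TMR-labelled reporter peptide T*-PRC34 bound in PDZ groove; Read-out: inhibition from polarization loss; Controls: unlabelled peptide and DMSO controls; Signal: FP readout, S and P plane fluorescence; Incubation: 1 h at RT.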
NSD2 inh – NSD2 (human) methyltransferase inhibition | O96028 | NSD2 peptide methylation, AlphaScreen, 120 min | inhibition, % at 12.5 µM | 0.54% of 310,000 active | AID 743445; in the data active = inhibition above about 50%
CAL PDZ FP-2 – CAL PDZ (human) peptide binding inhibition; AID 602252; Q9HD26; 0.92% of 300,000 active; inhibition, % at 24.9 µM; purified CAL PDZ, TMR-peptide fluorescence polarization, 1 h;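 active = mean inhibition of at least 30% with at least half of replicates also reaching 30%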;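 also: 0% = DMSO neutral control and 100% = excess unlabeled competitor peptide PRC23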
MITF act – activators of MITF-driven TRPM1 promoter activity in SK-MEL-5 cells; activation, % at 12.5 µM; 0.75% of 300,000 active; SK-MEL-5 TRPM1-promoter luciferase, 24 h; % of positive control, neutral wells = 0;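 active = mean activation of at least 80% with every replicate also reaching 80%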;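 also: 0% = neutral control wells and 100% = parthenolide positive control wells; values of inactives mirror those of a sister screen read the other way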
Rtt109 HAT inh – C. albicans Rtt109 histone acetyltransferase inhibition | Q5AAJ8 | purified Rtt109/Vps75, ThioGlo CoA-SH fluorescence, 4 h | inhibition, % at 34.9 µM | 0.16% of 330,000 active;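 active = inhibition of at least 50% in every replicate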
dFosB act – enhances mouse delta FosB homodimer DNA binding; P13346; purified delta FosB, TAMRA-CDK5 oligo fluorescence polarization; percent of positive-control signal above neutral wells; activation, % at 25 µM; 0.99% of 340,000 active;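 active = mean activation above about 17%, with every replicate also reaching it, limit read from the data, passing the limit was not always enough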;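 also: fluorescence polarization rise as delta FosB binds a TAMRA Cdk5 AP-1 oligo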
Target sequence (P13346 whole entry, looked up): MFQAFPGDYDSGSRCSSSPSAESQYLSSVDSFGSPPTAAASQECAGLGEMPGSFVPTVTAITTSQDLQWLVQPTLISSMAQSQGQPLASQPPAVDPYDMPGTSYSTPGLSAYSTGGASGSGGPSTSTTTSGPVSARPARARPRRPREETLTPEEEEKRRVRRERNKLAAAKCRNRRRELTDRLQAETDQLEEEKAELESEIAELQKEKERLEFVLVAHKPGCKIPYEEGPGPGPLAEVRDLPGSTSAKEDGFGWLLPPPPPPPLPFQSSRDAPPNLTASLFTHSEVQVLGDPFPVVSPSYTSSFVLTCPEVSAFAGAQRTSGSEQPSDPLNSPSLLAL
SR-BI DiI-HDL act – enhances SR-BI lipid uptake from DiI-HDL; 0.096% of 320,000 active; AID 504775; activation, % at 12.5 µM; CHO ldlA[mSR-BI] cells, DiI-HDL uptake fluorescence, 3 h; 100 = double the neutral-control signal;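 active = mean replicate activation of at least 60% and every replicate at or above 60%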;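 also: 0% = median plate neutral-control signal and 100% = twice that signal; values of inactives mirror those of a sister screen read the other way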
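Test system: SR-BI-overexpressing, LDLR-lacking CHO cells; Also added: labelled HDL, 10 µg/mL; Measured by: bottom-read cell fluorescence after medium removal, ex 550/em 595 nm; Timing: 3 h uptake period with compound, 37 °C; Buffer or medium: F12, 0.5% BSA, 25 mM HEPES; Doses: single compound concentration, delivered by pin transfer.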
The depositor's hits bear a star; . = not tested or not shown.

SMILES | SR-BI HDL uptake | PfHsp90 set2 | PvdQ acylase | CAL PDZ FP-1 | NSD2 inh | CAL PDZ FP-2 | MITF act | Rtt109 HAT inh | dFosB act | SR-BI DiI-HDL act
COc1ccc(NC(=O)C2CC(=O)N(c3ccccc3Cl)C2)c(OC)c1 (stereo unspecified) | -1.7 | -6.1 | 2.8 | -0.8 | 2.5 | -6.0 | -1.2 | 3.5 | -10.3 | 1.7
C/C(=N\NC(=O)Cc1c[nH]c2ccccc12)c1ccc2ccccc2c1 | 18.2 | 7.5 | -14.6 | -0.4 | -1.8 | -2.6 | -0.6 | 3.0 | -10.7 | -18.2
COc1ccc(Cl)cc1NC(=O)CSc1nnc(Cc2ccc(C)cc2)c(=O)[nH]1 | -20.5 | -2.2 | 6.6 | -0.9 | . | -4.6 | -4.1 | 6.9 | -3.8 | 20.5
CCOC(=O)c1cc(S(=O)(=O)N2CCN(Cc3ccccc3)CC2)cn1C | -5.1 | 3.6 | -5.1 | -0.4 | . | -0.7 | . | 0.8 | -3.3 | 5.1
O=C(C[C@@H]1C/C=C/CC[C@@H](Cc2ccc(F)cc2)C(=O)OC[C@H](Cc2ccccc2)NC1=O)N[C@H](CO)Cc1ccccc1 | 23.5 | -20.6 | -1.3 | 0.3 | . | 3.7 | 2.3 | -4.2 | 7.6 | -23.5
O=C(Nc1ccccc1)C1CC=CCC1C(=O)OCC1CCCO1 (stereo unspecified) | -2.2 | -18.1 | 5.3 | -0.2 | 2.7 | -4.2 | . | -0.8 | 0.4 | 2.2
Cc1noc(C)c1COC(=O)C1CC(O)CN1S(=O)(=O)c1ccc(Cl)cc1 (stereo unspecified) | -6.7 | -8.7 | -13.6 | -0.1 | -5.0 | 4.6 | 10.6 | -5.9 | 0.8 | 6.7
O=C(NCCN1CCOCC1)C(=O)NCC1OCCN1S(=O)(=O)c1ccccc1 (stereo unspecified) | -6.9 | 1.9 | -8.4 | -0.9 | -3.0 | 0.3 | 7.2 | -4.1 | 1.9 | 6.9
O=S(=O)(NCCCCNS(=O)(=O)c1c(F)cccc1F)c1ccc2c(c1)OCCO2 | -4.9 | -3.3 | -2.8 | -0.4 | . | -0.9 | 0.6 | -4.4 | -2.4 | 4.9
Cc1noc(C)c1CSc1nc2sc(C)c(C)c2c(=O)n1-c1ccccc1 | 49.5 | -38.8 | -20.7 | 0.2 | 1.4 | 5.7 | 3.8 | 0.8 | 1.9 | -49.5
CC(C(=O)NC1=NCCS1)N1C(=O)c2ccccc2C1=O (stereo unspecified) | -5.8 | . | -9.7 | 0.4 | -4.1 | -1.9 | 9.6 | -7.6 | 6.4 | 5.8
COc1ccc(OC)c(C2=NOC(C(=O)Nc3ccccc3SC)C2)c1 (stereo unspecified) | 33.3 | -10.9 | -22.1 | -1.7 | 8.3 | -2.5 | 2.6 | 6.0 | -5.4 | .
CCOc1ccc(CCNC(=O)C2CC(=O)N(Cc3ccc(C)cc3)C2)cc1OCC (stereo unspecified) | 16.3 | -2.9 | -0.7 | -3.6 | -0.5 | -0.8 | 11.7 | 3.3 | -0.4 | -16.3
COc1ccc(C(=O)CSc2nncn2C)cc1 | -19.0 | -12.5 | -13.6 | -1.7 | -1.6 | . | -6.8 | -7.7 | -6.6 | 19.0
CCCn1c(N2CCN(Cc3cccc(C)c3)CC2)nc2c1c(=O)[nH]c(=O)n2C | 11.1 | 22.3 | -21.4 | -1.7 | . | . | -3.4 | -6.3 | -8.8 | -11.1

One compound at a time, as listed above. Order of values: SR-BI HDL uptake, PfHsp90 set2, PvdQ acylase, CAL PDZ FP-1, NSD2 inh, CAL PDZ FP-2, MITF act, Rtt109 HAT inh, dFosB act, SR-BI DiI-HDL act
Listed for CCCn1c(N2CCN(Cc3cccc(C)c3)CC2)nc2c1c(=O)[nH]c(=O)n2C : 11.1, 22.3, -21.4, -1.7, ., ., -3.4, -6.3, -8.8, -11.1
Listed for COc1ccc(C(=O)CSc2nncn2C)cc1 : -19.0, -12.5, -13.6, -1.7, -1.6, ., -6.8, -7.7, -6.6, 19.0

Going on with the list:
SMILES | SR-BI HDL uptake | PfHsp90 set2 | PvdQ acylase | CAL PDZ FP-1 | NSD2 inh | CAL PDZ FP-2 | MITF act | Rtt109 HAT inh | dFosB act | SR-BI DiI-HDL act
O=C(Oc1ccc(N(Cc2cccs2)C2=NS(=O)(=O)c3ccccc32)cc1)c1ccco1 | 29.5 | -0.2 | -16.4 | 0.0 | -5.7 | -2.8 | -4.8 | -6.4 | 7.1 | -29.5
Cc1nn(CCC#N)c2[nH]c(=O)cc(C(F)(F)F)c12 | -8.4 | 10.9 | -6.4 | -1.2 | 0.9 | . | 2.9 | 2.2 | 3.1 | 8.4
CCN1CCN(c2ccc(S(=O)(=O)N3CCOCC3)cc2NC(=O)c2cc(Cl)nc3ccccc23)CC1 | -17.9 | 6.3 | -13.0 | -1.6 | 4.6 | -3.5 | -4.2 | 9.9 | -11.8 | 17.9
CCCCN(C(=O)c1cccc(-n2cccc2)c1)c1c(N)n(CCC)c(=O)[nH]c1=O | -14.8 | . | -1.1 | -2.0 | -0.2 | -21.8 | -5.3 | -4.2 | -5.0 | 14.8
O=C(Nc1nccs1)c1ccc(F)c(S(=O)(=O)N2CCOCC2)c1 | -18.5 | 5.0 | -14.1 | . | 12.6 | 0.0 | -1.9 | 0.0 | -0.9 | 18.5
O=C1c2ccccc2C(=O)C1c1ccc2ccccc2n1 | 5.7 | . | 8.3 | -1.3 | 3.2 | -1.6 | . | . | -16.2 | -5.7
Cc1cc(=O)n2nc(N3CCCC(C(=O)NCc4ccccc4)C3)sc2n1 (stereo unspecified) | -30.5 | 0.3 | -14.5 | -0.1 | . | . | -11.0 | -13.6 | -2.1 | 30.5
CCOc1ccccc1N(CC(=O)O)S(=O)(=O)c1ccccc1 | -33.3 | -6.1 | 5.5 | -2.0 | -0.1 | -5.9 | . | 22.9 | -1.7 | 33.3
CC(C)n1c(SCc2cc(=O)[nH]c3ccccc23)nc2c1c(=O)n(C)c(=O)n2C | -0.6 | -4.8 | -11.3 | -3.1 | -2.6 | -3.7 | -2.3 | -7.5 | -1.4 | 0.6
CC(=O)Oc1ccc2cc(-c3cccnc3)c(=O)oc2c1 | -9.1 | . | -16.4 | 0.0 | -1.5 | . | 7.3 | -267.6 | -9.1 | 9.1
Cc1ccccc1OCC(=O)Nc1cccc2nsnc12 | -9.4 | -16.2 | -8.2 | -1.1 | -1.6 | -2.9 | 2.2 | 5.9 | -1.5 | 9.4
O=C1CC(N2CCC(c3nc4ccccc4o3)CC2)C(=O)N1c1cc(Cl)cc(Cl)c1 (stereo unspecified) | 36.4 | . | -17.4 | 0.4 | 1.1 | . | -9.4 | -10.2 | -1.2 | -36.4
O=S(=O)(c1ccc(Br)cc1)c1nc(-c2ccco2)oc1NCCCn1ccnc1 | -3.1 | 9.0 | -5.7 | -2.0 | -1.2 | -8.9 | 4.5 | 8.3 | -3.4 | 3.1
Oc1cc(OCc2ccccc2)ccc1-c1[nH]ncc1-c1ccccc1 | 30.9 | 105.0* | 4.2 | -0.2 | . | 1.8 | -1.6 | 29.4 | -6.3 | -30.9
Cc1nc2ccccc2nc1OCc1ccccc1 | . | 0.9 | 5.8 | 0.3 | -2.1 | -0.6 | 25.4 | 2.9 | -5.3 | .
CC(C)CSC1=NSC2=NC(=O)/C(=C\c3ccccc3)C(=N)N12 | 13.8 | . | 1.7 | -2.4 | 10.2 | -5.3 | 71.9 | 11.5 | -6.8 | -13.8
O=C(OCC(=O)c1ccc(Cl)cc1Cl)c1ccc2c(c1)C(=O)N(c1cccc3ncccc13)C2=O | 1.8 | -40.8 | -3.7 | 0.5 | -1.2 | 2.3 | . | -2.3 | 6.5 | -1.8
CCCS(=O)(=O)N1CCC(C(=O)NC2CCCC(C)C2C)CC1 (stereo unspecified) | -10.5 | -1.3 | 12.1 | -1.3 | -4.8 | 0.0 | 20.5 | 11.8 | -6.2 | 10.5
CCNC(=O)C1CCCc2c1[nH]c1ccc(Cl)cc21 (stereo unspecified) | 19.5 | -19.7 | 5.0 | -0.4 | -0.5 | -1.7 | 3.7 | 12.2 | 0.4 | -19.5
COc1ccc(OC)c(NS(=O)(=O)c2cc3c4c(c2)CCN4C(=O)CC3)c1 | -2.9 | 1.7 | -2.5 | -2.0 | 0.5 | -2.7 | -7.9 | -1.1 | -4.8 | 2.9
N#Cc1ccc(OCC(=O)N(C2CCCCC2)C2CCS(=O)(=O)C2)cc1 (stereo unspecified) | -19.7 | . | -15.5 | 0.0 | -1.2 | -3.0 | 3.6 | -4.8 | -6.4 | 19.7
Cc1[nH][nH]c(=O)c1C(c1ccc(N(C)C)c(Br)c1)c1c(C)[nH][nH]c1=O | . | -8.3 | -9.7 | -2.6 | . | 2.6 | -10.3 | 4.9 | -7.5 | .
Cc1cc(C)nc(N(C#N)Cc2ccccc2)n1 | -1.3 | -16.1 | 38.1* | -2.0 | -2.8 | -4.0 | 5.3 | 2.1 | -4.4 | 1.3
O=C(Nc1cccc(C(=O)N2CCOCC2)c1)c1ccccc1Br | -14.7 | -6.6 | -13.3 | -2.2 | -0.8 | -2.2 | 2.0 | -2.8 | -5.5 | 14.7
Cc1cc(NC(=O)CCC(=O)N(CC(=O)NCC2CCCO2)c2ccc(C(C)C)cc2)no1 (stereo unspecified) | -6.2 | -66.3 | 2.7 | -2.7 | -2.0 | -2.8 | -0.7 | -1.7 | -0.4 | 6.2
COc1ccc(NC(=O)C2CCCN(S(=O)(=O)c3ccc4c(c3)CCCN4C(C)=O)C2)cc1 (stereo unspecified) | 11.9 | 16.6 | 13.4 | -0.7 | -0.8 | 13.2 | -6.3 | 6.0 | -8.0 | -11.9
C=CCNC(=S)NS(=O)(=O)c1cccs1 | -11.0 | 11.5 | -6.5 | -2.0 | -1.6 | -2.5 | 0.4 | -7.8 | -5.3 | 11.0
Cc1c(O)ccc2c(O)c(NC(=O)c3ccc4c(c3)CCC(C)(C)O4)c(=O)oc12 | 15.2 | 5.9 | 8.2 | 0.9 | -3.8 | -1.8 | -2.3 | 2.8 | -11.1 | -15.2
CC(NC(=O)Cn1nc(C(=O)O)c2ccccc2c1=O)C12CC3CC(CC(C3)C1)C2 (stereo unspecified) | -22.5 | -23.6 | 1.5 | -0.7 | -1.6 | -4.2 | 7.6 | . | -17.5 | 22.5
O=C(O)CCNC1CCCCC1 | -30.5 | 4.6 | 24.7 | -0.3 | -3.0 | -1.3 | 0.9 | -8.4 | -0.3 | 30.5
Cc1ccccc1Nc1nnc(SCC(=O)c2c(N)n(C)c(=O)n(C)c2=O)s1 | 3.1 | -16.4 | 4.3 | 0.3 | 8.6 | -9.2 | -3.6 | -0.9 | -9.9 | -3.1
CC(=O)c1sc(NC(=O)C(C)C)nc1C | . | 8.2 | 12.3 | -1.8 | -1.3 | -2.9 | -3.3 | 8.4 | -1.0 | .

Compounds were not picked by outcome. About 4.3% of those tested had a hit in this group.
